Screening data deposited in PubChem BioAssay by Southern Research Specialized Biocontainment Screening Center.
NS5 inhibitors: Dengue-2 NS5 methyltransferase inhibitors, primary screen, biochemical, confirmation dose response (AID 588689) | Dengue-2 NS5 methyltransferase capping enzyme assay, biochemical; higher % means a stronger effect | one-dose inhibition, % at 25 µM; IC50 in µM for titrated hits | 340,000 tested, 0.3% active; in the data active means a potency from the dose series; inconclusive means inhibition above about 29% without an active follow-up result
MgcRacGAP inhibition: MgcRacGAP GTPase-activating activity inhibitors, confirmation, biochemical, ADP Hunter fluorescence. 340,000 tested, 0.6% active. MgcRacGAP-stimulated Rac1 GTP hydrolysis, ADP Hunter fluorescence; higher % means a stronger effect; GST-tagged Rac1 F28L mutant substrate. inhibition, % at 30 µM, or IC50 in µM where a hit was titrated;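 active means first-screen hits whose inhibition reached a set limit at any dose in the follow-up dose series; inconclusive means inhibition above the set first-screen limit but never retested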;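 further: fluorescence reports GDP produced by GAP-driven GTP hydrolysis; strong numbers were not always called active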
NS5 inhibitors pilot replicate: recorded beside NS5 inhibitors, whose call it bears; inhibition, %; measured here: pilot screen replicate inhibition
* = called active by the depositor; u = inconclusive. Some of the compounds tested; rates above refer to the full screens.

SMILES | NS5 inhibitors | MgcRacGAP inhibition | others
CCOc1ccc(NC(=S)N2CCC(C(=O)c3ccc(F)cc3)CC2)cc1 | -2.4% | 11.9%
O=C(COC(=O)/C=C/c1ccc([N+](=O)[O-])cc1)NC(=O)NC1CCCCC1 | -3.0% | -2.9%
CC(=O)c1ccc(OCC(=O)N(C)CC(=O)Nc2ccc(N3CCOCC3)cc2)cc1 | -9.0% | 4.4%
Cc1cc(C)c(S(=O)(=O)N2CCN(C(=O)c3ccc(-n4nc(C)c(Cl)c4C)cc3)CC2)c(C)c1 | 2.2% | 18.8%
COc1cc(C(=O)Nc2cc(S(=O)(=O)N3CCOCC3)ccc2N2CCOCC2)cc(OC)c1C | 0.0% | 10.2%
CCCc1cc2c(cc1NC(=O)Cc1ccccc1)OCO2 | -10.1% | 4.4%
CC(=O)OCC1=C(C(=O)O)N2C(=O)C(NC(=O)COc3ccc(F)cc3)C2SC1 (stereo not given) | -0.7% | 25.4%
O=C(c1cccc(O)c1)N1CCN(C(=O)C2CC2)CC1 | -8.4% | 6.5%
O=C(COC(=O)c1ccc([N+](=O)[O-])o1)NC1CCCc2ccccc21 (stereo not given) | -4.6% | 7.6%
Cc1cccc(CN2CCC(CNC(=O)Nc3ccccc3F)CC2)c1 | 0.0% | 5.4%
CC[C@@H](C)[C@@H]1CN([C@@H](C)CN2CCC[C@H]2CN2C(N)=NC[C@@H]2Cc2ccccc2)C(=N)N1CCCC1CCCC1 | 3.2% | 5.1%
CSCCC(NC(=O)c1ccco1)C(=O)NC1CCC(C)CC1 (stereo not given) | -1.5% | 5.3%
CCOC(=O)C1=CN(Cc2cccc(Br)c2)S(=O)(=O)NC1C (stereo not given) | -3.0% | 10.0% | NS5 inhibitors pilot replicate=1.2
Cc1sc2ncnc(N3CCN(S(=O)(=O)c4ccc(C(C)(C)C)cc4)CC3)c2c1C | -12.5% | 6.6%
COc1ccc(C2CC(c3cccc([N+](=O)[O-])c3)=NN2/C(C)=C/C(C)=O)cc1 (stereo not given) | -42.8% | 9.1%
CN(Cc1ccccc1)C(=O)CN1C(=O)NC2(CCCc3sccc32)C1=O (stereo not given) | -2.3% | 4.8%
CCCN(CCC)S(=O)(=O)c1cc2c(cc1Br)CCN2C(=O)CC | 3.2% | 5.1%
CCN(CC(=O)Nc1ccccc1OC)C(=O)CSCC(=O)Nc1cccc(C)c1 | -5.8% | 8.5%
CC(Oc1ccc(C#N)cc1)C(=O)Nc1ccc(-n2cnnn2)cc1 (stereo not given) | 7.2% | 8.3%
C=CC[C@@H](CC(=O)N[C@H](CO)Cc1ccccc1)C(=O)N[C@@H](COC(=O)[C@@H](CC=C)Cc1ccc(F)cc1)Cc1ccccc1 | -6.6% | 6.5% | NS5 inhibitors pilot replicate=-6.7
O=C(c1ccc(Cl)cc1)N1CCC2CC1c1cc(-c3ccccc3)ccc12 (stereo not given) | -0.7% | 4.2% | NS5 inhibitors pilot replicate=-1.5
CN(Cc1ccccc1)C(=O)c1ccc(S(=O)(=O)N(C)c2ccccc2)cc1 | 0.7% | 1.1%
CCN1C(=O)[C@H]2[C@@H](c3ccc(C(F)(F)F)cc3)N[C@]3(CCCN(Cc4cccn4C)C3=O)[C@H]2C1=O | 2.3% | 9.2%
COc1ccc(CNc2ccc(N3CCN(C(C)=O)CC3)cc2)cc1OC | -2.8% | 12µM*
CN(Cc1ccc(Cl)c(Cl)c1)C(=O)C1CC(=O)N(c2ccc3c(c2)OCCO3)C1 (stereo not given) | -6.0% | -23.1%
O=c1c(Br)ccc(Br)cc1Br | -0.8% | 5.6%
O=C(NC1CCCC(C(F)(F)F)C1)c1ccc([N+](=O)[O-])o1 (stereo not given) | -8.1% | -3.3%
C[C@H]1CN([C@@H](C)CO)C(=O)Cc2cc(NC(=O)CCC(F)(F)F)ccc2O[C@H]1CN(C)Cc1ccc(-c2ccccc2)cc1 | 0.4% | 5.3%
CC(=O)Nc1ccc(SC(Sc2ccc(NC(C)=O)cc2)c2ccccc2)cc1 | -8.9% | 2.6%
O=C(CSc1nnc(-c2c[nH]c3ccccc23)o1)NCC1CCCO1 (stereo not given) | 5.9% | 6.8%
COc1cc2ccc(NC(C)=O)cc2cc1OC | -8.6% | -17.4%
CC[C@]1(C(=O)OC)[C@H]2C(=O)N(C)C(=O)[C@H]2[C@H]2CN(C)C(=NC)N21 | -4.3% | 5.0% | NS5 inhibitors pilot replicate=-7.6
O=C(c1ccc(Cl)cc1)c1cccc(O)c1 | 2.7% | 2.6%
COc1ccc(N(C)S(=O)(=O)c2cccc(C(=O)OCC(=O)N3CC(C)CC(C)C3)c2)cc1 (stereo not given) | -9.6% | 1.8%
S=C1NC[C@H](Cc2ccccc2)N1CC1CCN(CCCCc2ccccc2)CC1 | -4.0% | 11.1% | NS5 inhibitors pilot replicate=-4.6
Cc1ccc(C(=O)NCC(=O)OC2CCCCC2=O)cc1C (stereo not given) | 3.1% | 12.2%
Cc1nc2c(=O)[nH]n(C)c2nc1C | -8.6% | 0.5%
Cc1ccccc1CC(=O)N1CCN(S(=O)(=O)c2ccc(Cl)s2)CC1 | 5.4% | 4.1%
Clc1cccc(-c2ccc(C3Nc4cccc5cccc(c45)N3)o2)c1 | -1.2% | 29.5%
CCOC(=O)c1c(C)[nH]c(C)c1C(=O)COC(=O)/C=C/c1cccc([N+](=O)[O-])c1 | 2.8% | -22.1%
Cn1c(SCC(=O)Nc2cccnc2Cl)nc2ccccc21 | -1.9% | 5.2%
CCN1C[C@@H]2[C@@H]3C(=O)N(C)C(=O)[C@@H]3[C@](Cc3ccccc3)(C(=O)OC)N2C1=NCc1ccccc1 | -6.0% | 8.6% | NS5 inhibitors pilot replicate=3.7
CCC(CO)Oc1cc(NC(=O)c2ccc([N+](=O)[O-])cc2)c2ncn(C(C)C)c2c1 (stereo not given) | 0.0% | 1.7%
CC(=O)Nc1c(Cl)c(Cl)c2c(c1Cl)C(=O)c1cc(Cl)ccc1-2 | 5.7% | -5.3%
CC12CCC(=O)N1C(C(=O)Nc1ccccc1N1CCCC1)CS2 (stereo not given) | -13.7% | 12.1%

Arranged by number of heavy atoms (descending): part of the list above
SMILES | NS5 inhibitors | MgcRacGAP inhibition | others
C[C@H]1CN([C@@H](C)CO)C(=O)Cc2cc(NC(=O)CCC(F)(F)F)ccc2O[C@H]1CN(C)Cc1ccc(-c2ccccc2)cc1 | 0.4% | 5.3%
CCN1C[C@@H]2[C@@H]3C(=O)N(C)C(=O)[C@@H]3[C@](Cc3ccccc3)(C(=O)OC)N2C1=NCc1ccccc1 | -6.0% | 8.6% | NS5 inhibitors pilot replicate=3.7
COc1ccc(N(C)S(=O)(=O)c2cccc(C(=O)OCC(=O)N3CC(C)CC(C)C3)c2)cc1 (stereo not given) | -9.6% | 1.8%
CCC(CO)Oc1cc(NC(=O)c2ccc([N+](=O)[O-])cc2)c2ncn(C(C)C)c2c1 (stereo not given) | 0.0% | 1.7%
CC(=O)Nc1ccc(SC(Sc2ccc(NC(C)=O)cc2)c2ccccc2)cc1 | -8.9% | 2.6%
O=C(CSc1nnc(-c2c[nH]c3ccccc23)o1)NCC1CCCO1 (stereo not given) | 5.9% | 6.8%
CC12CCC(=O)N1C(C(=O)Nc1ccccc1N1CCCC1)CS2 (stereo not given) | -13.7% | 12.1%
CC[C@]1(C(=O)OC)[C@H]2C(=O)N(C)C(=O)[C@H]2[C@H]2CN(C)C(=NC)N21 | -4.3% | 5.0% | NS5 inhibitors pilot replicate=-7.6
Cc1ccc(C(=O)NCC(=O)OC2CCCCC2=O)cc1C (stereo not given) | 3.1% | 12.2%
O=C(NC1CCCC(C(F)(F)F)C1)c1ccc([N+](=O)[O-])o1 (stereo not given) | -8.1% | -3.3%
COc1cc2ccc(NC(C)=O)cc2cc1OC | -8.6% | -17.4%
O=C(c1ccc(Cl)cc1)c1cccc(O)c1 | 2.7% | 2.6%
Cc1nc2c(=O)[nH]n(C)c2nc1C | -8.6% | 0.5%
O=c1c(Br)ccc(Br)cc1Br | -0.8% | 5.6%

Reprinted from above for reference:
SMILES | NS5 inhibitors | MgcRacGAP inhibition | others
COc1cc2ccc(NC(C)=O)cc2cc1OC | -8.6% | -17.4%
CC[C@]1(C(=O)OC)[C@H]2C(=O)N(C)C(=O)[C@H]2[C@H]2CN(C)C(=NC)N21 | -4.3% | 5.0% | NS5 inhibitors pilot replicate=-7.6

The results go on.
SMILES | NS5 inhibitors | MgcRacGAP inhibition | others
C[C@@H]1CCCCO[C@@H](CN(C)C(=O)c2ccccc2)[C@@H](C)CN([C@H](C)CO)C(=O)c2cc(N(C)C)ccc2O1 | 2.8% | 15.9%
O=C(OCC(=O)N1CCN(c2ccccc2)CC1)c1cc(F)c(F)cc1Cl | -0.6% | 6.4%
CC1CC(C)CN(C(=O)CN2C(=O)NC3(CCCCCC3)C2=O)C1 (stereo not given) | -1.6% | -8.5%
COC(=O)[C@]1(Cc2ccccc2)N[C@H](CN(C)C(=O)NC(C)C)[C@@H]2C(=O)N(Cc3ccccc3)C(=O)[C@@H]21 | -7.9% | -0.1% | NS5 inhibitors pilot replicate=-5.2
O=C(NCC(c1ccco1)N1CCCC1)c1cccc(S(=O)(=O)N2CCc3ccccc32)c1 (stereo not given) | 2.3% | 5.6%
CCCCCCN1C[C@H](n2cc(COC(=O)c3ccccc3)nn2)[C@@H](O)C[C@@H]1c1ccc(C)cc1 | -1.7% | 2.5%
COc1ccc([C@H]2CC(=O)C=C(c3cccc(Br)c3)C2)cc1OC | 0.0% | 10.0%
Cc1cc2c(cc1C)N[C@]1(C[C@H]3CCCC(=O)N4CC[C@@H](C1)[C@@H]34)C(=NC(C)(C)CC(C)(C)C)N2 | -4.8% | 8.3%
C[C@H](O)[C@@H]1C(=O)N2CCc3ccc(N4CCN(C)CC4)cc3[C@@H]2C[C@@H]1N(C)C(=O)c1cccnc1 | -3.3% | 15.4%
O=[N+]([O-])c1ccc(COc2ccc(CN3CCCCC3)cc2)cc1 | -2.6% | 9.3%
CC(C)NC(=O)c1ccc(NC(=O)CC2SC(N3CCCC3)=NC2=O)cc1 (stereo not given) | -4.8% | 2.0%
CSCCC(NC(=O)c1ccccc1)C(=O)N1CCN(Cc2ccc(Cl)cc2)CC1 (stereo not given) | -9.4% | -1.5%
Nc1ccc(S(=O)(=O)c2cc(O)c3ccccc3c2O)cc1 | 5.47µM* | 26.3%
Cc1noc(NS(=O)(=O)c2ccc(NC(=O)c3ccc(F)cc3)cc2)c1C | 11.3% | 6.3%
CCCC(=O)Nc1ccc(C(=O)COC(=O)c2c(C)noc2C)cc1 | 2.9% | 3.0%
Cn1c(N)c(C(=O)COC(=O)c2ccc(F)cc2Cl)c(=O)n(C)c1=O | 5.9% | 16.3%
C#CCOCCOCCOCCNc1nc(N2CCN(C(=O)[C@H](CC(N)=O)n3cc(C(N)[C@@H](C)CC)nn3)CC2)nc(N2CCN(C(=O)[C@H](CCCCN)n3cc([C@@H](N)CC(N)=O)nn3)CC2)n1 (stereo not given in full) | -7.9% | 13.4%
COc1cc(C(=O)NCC(c2ccco2)N2CCCC2)ccc1OCc1ccc(Cl)cc1Cl (stereo not given) | -1.5% | 6.7%
CC[C@@H](C)[C@@H]1CN([C@@H](CN2CCC[C@H]2CN2C(N)=NC[C@@H]2Cc2ccccc2)C(C)C)C(=N)N1CCCC1CCCC1 | -7.1% | 10.8%
CCCCN1CC(C)(C)[C@H](CC(=O)Nc2ccc(Br)cc2)C1=O | -10.4% | 3.9%
Cc1n[nH]c2ccc(Br)cc2c1=O | 0.0% | 8.3%
COc1ccc(NC(=O)N(C)C[C@H]2Oc3c(NC(=O)Nc4ccc5c(c4)OCO5)cccc3C(=O)N([C@H](C)CO)C[C@@H]2C)cc1 | -23.8% | -3.7%
NC(=NCc1ccccc1)C(N=Nc1ccccc1)C(=O)NCc1ccccc1 (stereo not given) | 3.1% | 0.2%
Cc1ccccc1Nc1nc(N)nc(COC(=O)CCS(=O)(=O)c2ccc(Cl)cc2)n1 | -5.1% | 4.3%
COc1ccccc1C(=O)NC(CCSC)C(=O)NC1CC1 (stereo not given) | 4.5% | 8.8%
COc1ccc(NC(=O)COC(=O)CCc2nc3ccccc3c(=O)[nH]2)cc1Cl | -12.4% | 4.1%
O=C1c2ccccc2C(=O)N1c1nccs1 | -1.6% | 1.1%
C[C@H](CO)N1C[C@H](C)[C@H](CN(C)S(=O)(=O)c2ccc(C#N)cc2)OCc2cnnn2CCCC1=O | -1.2% | 4.4%
Cc1nc(SCC(=O)N2CCCCCC2)c2c(=O)n(C)c(=O)n(CC(C)C)c2n1 | -8.1% | 6.4%
Cc1csc(CNc2ncnc3ccc(-c4ccc5c(c4)OCO5)cc23)c1 | -4.1% | 0.3%
CC1(C)CC(=O)C=C(c2ccc(Oc3ccccc3)cc2)C1=O | 0.0% | 10.5%
CCC1CCCCN1C(=O)COC(=O)c1cncc(Br)c1 (stereo not given) | -0.6% | 19.7%
O=C(Nc1ccccc1Cl)c1cc(S(=O)(=O)N2CCC3(CC2)OCCO3)ccc1F | -2.8% | -28.7%
COc1ccc(NC(=O)CN(C)CC(=O)Nc2cccc(F)c2)cc1S(=O)(=O)N1CCCCC1 | -6.0% | u
CC(C)(C)OC(=O)C[C@H]1C/C=C\C[C@H](CC(=O)N(CCO)Cc2ccccc2)C(=O)N2CCC[C@H]2COC1=O | 0.0% | 9.6%
